GASC1 inh: KDM4C (human) demethylase inhibition. GST-KDM4C 2-372, H3K9me3 peptide, LANCE TR-FRET. Q9H3R0. 96,000 tested, 0.15% active. inhibition, % at 12.5 µM;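 active = mean replicate inhibition above about 25%, with at least 55% of replicates also reaching it, limit read from the data, passing the limit was not always enough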
Target sequence (Q9H3R0 2-372 limits assumed): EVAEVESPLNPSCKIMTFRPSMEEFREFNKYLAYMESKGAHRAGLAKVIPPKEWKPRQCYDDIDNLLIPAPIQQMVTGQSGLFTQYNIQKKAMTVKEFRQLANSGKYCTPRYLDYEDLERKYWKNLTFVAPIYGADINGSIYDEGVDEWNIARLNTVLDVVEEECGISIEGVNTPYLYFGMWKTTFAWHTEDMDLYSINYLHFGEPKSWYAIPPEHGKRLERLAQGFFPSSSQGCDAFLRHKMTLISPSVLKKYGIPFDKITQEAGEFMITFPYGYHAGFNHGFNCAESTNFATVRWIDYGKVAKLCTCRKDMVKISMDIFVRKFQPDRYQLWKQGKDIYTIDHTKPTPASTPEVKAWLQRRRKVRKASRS
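Test system: N-terminal GST-fused human GASC-1 (KDM4C) fragment, residues 2-372; quantity: GASC-1 enzyme at 10 nM final in reaction; dosing: single dose; schedule: 30 min demethylation and 1 h detection at room temperature; signal: LANCE TR-FRET, excitation 340 nm, emissions 618 and 671 nm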
C diff HTS: inhibitors of Clostridium difficile growth | Clostridium difficile clinical isolate growth, OD600, 24 h; hits give low values | growth activity, negative = inhibition, % at 16 µg/mL (by protocol) | 86,000 tested, 0.25% active | AID 1259249;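 active = mean growth activity at or below -80% and every replicate also at or below -80%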;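 note: 0% = DMSO wells and -100% = levofloxacin 16 µg/mL wells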
Tcruzi prolif: blocks T. cruzi growth in NIH3T3 culture | T. cruzi beta-gal in NIH3T3, GalScreen luminescence, 90 h | inhibition, % at 8.34 µM | 77,000 tested, 5.9% active;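 active = mean inhibition above about 93%, with at least 55% of replicates each passing it, limit read from the data, passing the limit was not always enough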
Pf Dd2 growth: blocks growth of Plasmodium falciparum Dd2 parasites; P. falciparum Dd2 growth, SYBR Green, 72 h; hits give low values; AID 1159554; 94,000 tested, 2.3% active; activity change, % at 10 µM; in the data active = activity change below about -80%
The depositor's hits bear a star; x = no result given; & = joins results of further samples. Outcome played no part in choosing rows; any-hit rate near 7.2%.

molecule	GASC1 inh	C diff HTS	Tcruzi prolif	Pf Dd2 growth
COc1cccc(-c2ccc3c(c2)O[C@@H](CN(C)C(=O)C2CC2)[C@@H](C)CN([C@H](C)CO)S3(=O)=O)c1	-1.3	x	105*	-45
C[C@H]1CN([C@@H](C)CO)C(=O)c2cc(NS(=O)(=O)c3cccs3)ccc2O[C@@H]1CN(C)C(=O)Nc1ccc(C(F)(F)F)cc1	-0.4	2	-21	27
C[C@H](CO)N1C[C@H](C)[C@@H](CN(C)C(=O)c2ccncc2)Oc2cc(C3=CCCC3)ccc2S1(=O)=O	-1.6	2	44	-30
COc1ccc(-c2ccc([C@@H]3[C@H]4CN(C(=O)C5CCOCC5)CC(=O)N4[C@H]3CO)cc2)cc1	-0.4	0	x	-57
COc1ccc(-c2cn(CC[C@H]3CC[C@@H](NC(=O)c4cnccn4)[C@@H](CO)O3)nn2)cc1	1.9	-2	-38	-11
CCC(=O)N1CC[C@H]2[C@@H]1c1cc(-c3ccccc3)ccc1N(C)[C@H]2CO	1.6	-5	45	0
C[C@@H]1CN([C@@H](C)CO)C(=O)c2cc(NC(=O)C3CC3)ccc2O[C@H]1CN(C)C(=O)Nc1ccc2c(c1)OCO2	0.9	3	9	-7
O=C(CC1CC1)N1CC(=O)N2[C@H](CO)[C@@H](c3ccc(/C=C/c4ccccc4)cc3)[C@@H]2C1	-0.7	-7	x	-44
C[C@@H](O)C#Cc1ccc2c(c1)O[C@H](CN(C)C(=O)C1CCCCC1)[C@@H](C)CN([C@@H](C)CO)S2(=O)=O	-0.8	3	68	-28
CO[C@@H]1CN(C)C(=O)c2cc(NS(C)(=O)=O)ccc2OC[C@@H](C)N(Cc2ccccc2)C[C@@H]1C	-0.5	x	11	-44
O=C(c1ccc(F)cc1)N1CC(=O)N2[C@H](C1)[C@@H](c1ccc(C#Cc3ccc(F)cc3)cc1)[C@@H]2CO	-0.8	8	x	-45
O=C(N[C@H]1CC[C@H](CCn2cc(C3(O)CCCC3)nn2)O[C@H]1CO)C1CC1	0.0	-1	x	4
COc1ccc(NC(=O)Nc2ccc3c(c2)C(=O)N([C@@H](C)CO)C[C@@H](C)[C@H](CN(C)S(=O)(=O)c2c(C)noc2C)OCCCC[C@H](C)O3)cc1	-2.1	5	-78	-49
CN1[C@H](C(=O)Nc2nccs2)[C@@H](CO)[C@@H]2Cn3c(ccc(/C=C/c4ccccc4)c3=O)[C@@H]21	0.6	7	17	0
O=C(C1CCCCC1)N1CC2(C1)[C@@H](c1ccccc1)[C@@H](CO)N2CC1CCCC1	3.1	14	x	-54
C[C@H](CO)N1C[C@H](C)[C@@H](CN(C)Cc2ccncc2)Oc2ccc(NC(=O)CCN3CCOCC3)cc2CC1=O	0.7	1	-23	1
CO[C@H]1CN(C)C(=O)c2cc(NC(=O)NC(C)C)ccc2OC[C@@H](C)N(C)C[C@@H]1C	-0.3	-1	-27	17
C[C@@H]1CCCCO[C@@H](CN(C)C(=O)CCC(F)(F)F)[C@@H](C)CN([C@@H](C)CO)C(=O)c2cc(NC(=O)Nc3ccccc3)ccc2O1	3.8	-2	-41	-44
C[C@H](CO)N1C[C@H](C)[C@H](CN(C)C(=O)c2cccnc2)Oc2cc(C3=CCCC3)ccc2S1(=O)=O	0.0	4	1	-23
CC=Cc1ccc2n(c1=O)C[C@H]1[C@H](CO)[C@@H](C(=O)N(C)C)[C@@H]2N1S(=O)(=O)c1ccccc1C (mixture of isomers)	-0.9	-3	x	4
C[C@@H]1CCCCO[C@@H](CN(C)Cc2ccccc2)[C@@H](C)CN([C@H](C)CO)C(=O)c2cc(NC(=O)c3ccncc3)ccc2O1	-0.3	-1	50	5
CS(=O)(=O)N1[C@H](CO)[C@@H](c2ccccc2)C12CN(C(=O)c1ccccc1F)C2	-1.1	-4	x	17
C[C@H]1CN([C@@H](C)CO)S(=O)(=O)c2ccc(C#CC3(O)CCCC3)cc2O[C@H]1CN(C)C(=O)Cc1ccncc1	-1.0	-2	x	-62
Cc1noc(C)c1S(=O)(=O)Nc1ccc2c(c1)C(=O)N([C@H](C)CO)C[C@@H](C)[C@@H](CN(C)S(=O)(=O)c1ccc(F)cc1)OCCCC[C@H](C)O2	2.2	-1	x	-55
O=C(NCC[C@@H]1CC[C@@H](NS(=O)(=O)c2ccc(Cl)cc2)[C@H](CO)O1)Nc1ccc(F)cc1	-0.4	12	x	14
COc1ccccc1NC(=O)N1CCCCN2[C@H](C1)[C@H](c1ccc(C#Cc3ccccc3)cc1)[C@@H]2CO	-0.1	4	114*	-25
COc1ccc(CNC(=O)C[C@@H]2CC[C@@H]3[C@@H](COc4ccc(NC(=O)C(C)C)cc4C(=O)N3C)O2)cc1	1.0	x	-8	1
Cc1ccc(S(=O)(=O)N(C)C[C@@H]2Oc3ccc(NC(=O)Nc4cccc5ccccc45)cc3CC(=O)N([C@@H](C)CO)C[C@@H]2C)cc1	3.5	-1	-5	10
C[C@H]1CN([C@@H](C)CO)C(=O)c2cc(C#Cc3ccncc3)cnc2O[C@@H]1CN(C)C(=O)CN(C)C	0.5	14	-15	9
C[C@@H]1CN([C@@H](C)CO)C(=O)c2cccc(NC(=O)c3cnccn3)c2O[C@H]1CN(C)CC1CCCCC1	0.1	-2	49	-14

Carrying on.
molecule	GASC1 inh	C diff HTS	Tcruzi prolif	Pf Dd2 growth
O=C(C[C@H]1CC[C@H](NC(=O)c2cccnc2)[C@@H](CO)O1)NCCN1CCCCC1	-0.1	1	x	10
Cc1ccc(S(=O)(=O)Nc2ccc3c(c2)C(=O)N([C@H](C)CO)C[C@H](C)[C@@H](CN(C)C)OCCCC[C@@H](C)O3)cc1	0.5	2	72	21
CCC(=O)N1CC[C@H]2[C@H](CO)Nc3ccc(-c4ccc(F)cc4)cc3[C@H]21	-0.3	-6	65	-7
Cn1cnc(S(=O)(=O)N2CCCCN3[C@H](C2)[C@H](c2ccc(-c4ccccc4F)cc2)[C@@H]3CO)c1	-1.3	-4	51	-20
O=C(C[C@@H]1CC[C@@H](NC(=O)Nc2ccccc2F)[C@@H](CO)O1)NCc1ccc(Cl)cc1	0.2	4	57	1
C[C@@H]1CCCCO[C@@H](CN(C)Cc2ccc(Cl)c(Cl)c2)[C@@H](C)CN([C@@H](C)CO)C(=O)c2cc(NC(=O)Nc3ccc(F)cc3)ccc2O1	0.5	x	109*	-52
CO[C@H]1CN(C)C(=O)c2cc(NC(=O)NC(C)C)ccc2OC[C@H](C)N(CC2CC2)C[C@@H]1C	0.9	-1	-14	13
CC(C)C#Cc1cnc2c(c1)C(=O)N([C@H](C)CO)C[C@H](C)[C@H](CN(C)C(=O)Nc1ccccc1F)O2	-1.9	x	10	4
Cc1noc(C)c1NC(=O)Nc1ccc2c(c1)C(=O)N([C@@H](C)CO)C[C@@H](C)[C@@H](CN(C)C(=O)Nc1c(C)noc1C)O2	-2.0	6	-7	7
C[C@H]1CN([C@@H](C)CO)C(=O)c2cccc(NS(=O)(=O)c3ccccc3)c2O[C@@H]1CN(C)S(=O)(=O)c1ccc(F)cc1	-1.1	-8	58	-6
O=C(C[C@H]1CC[C@H]2[C@@H](COC[C@H](O)CN2C(=O)Nc2ccc(Cl)cc2)O1)NCCc1ccncc1	0.0	56&45	78	0
C[C@@H]1CCCCO[C@@H](CN(C)C(=O)C2CCCCC2)[C@H](C)CN([C@H](C)CO)C(=O)c2cc(NS(=O)(=O)c3ccccc3)ccc2O1	-4.0	-12	65	-7
COc1ccccc1NC(=O)N(C)C[C@@H]1Oc2ncc(C#CC(C)C)cc2C(=O)N([C@@H](C)CO)C[C@@H]1C	0.1	0	12	25
CC=Cc1ccc2n(c1=O)C[C@H]1[C@H](CO)[C@@H](C(=O)N[C@H](C)c3ccccc3)[C@@H]2N1Cc1ccccc1 (mixture of isomers)	-1.5	-2	x	1
CCCN(C)C[C@@H]1Oc2ncc(Br)cc2C(=O)N([C@@H](C)CO)C[C@H]1C	x	11	5	-30
CCC(=O)N(C)C[C@H]1Oc2cc(C#CC3CCCCC3)ccc2S(=O)(=O)N([C@@H](C)CO)C[C@H]1C	0.0	3	111	-63
C[C@@H]1CN([C@H](C)CO)C(=O)c2cc(NC(=O)Cc3ccccc3)ccc2O[C@@H](C)CCCCO[C@H]1CN(C)C(=O)CCC(F)(F)F	0.0	-6	12	x
CO[C@@H]1CN(C)C(=O)c2cc(NC(=O)C3CC3)ccc2OC[C@@H](C)N(C(=O)c2ccccc2F)C[C@H]1C	0.3	2	19	52
C[C@H](CO)N1C[C@H](C)[C@@H](CN(C)Cc2cncnc2)Oc2ncc(-c3cccc(F)c3)cc2C1=O	0.6	0	47	16
COc1ccc2c3c([nH]c2c1)[C@@H](CO)N(C(=O)CN(C)C)CC31CN(Cc2ccncc2)C1	2.3	-2	x	-18
C[C@H](CO)N1C[C@H](C)[C@@H](CN(C)S(=O)(=O)c2ccccc2)OCCCC[C@H](C)Oc2ccc(NS(=O)(=O)c3cn(C)cn3)cc2C1=O	-1.4	-3	-77	-46
CNC[C@H]1Oc2cc(-c3cccc(C(=O)N(C)C)c3)ccc2S(=O)(=O)N([C@H](C)CO)C[C@@H]1C	0.0	2	x	-27
COc1cccc(-c2ccc([C@H]3[C@H](CO)N(C(=O)C4CC4)C34CN(C(C)=O)C4)cc2)c1	0.7	-8	x	0
COCC(=O)Nc1ccc2c(c1)[C@H]1C[C@H](CC(=O)NCc3cccnc3)O[C@H](CO)[C@H]1O2	1.3	x	-33	32
COCc1cn(CC[C@@H]2CC[C@@H](NC(=O)Cc3cccnc3)[C@@H](CO)O2)nn1	1.3	3	-57	-5
CCCC#Cc1cnc2c(c1)C(=O)N([C@@H](C)CO)C[C@@H](C)[C@@H](CN(C)C(=O)C1CCOCC1)O2	-0.8	6	14	9
Cc1ccccc1NC(=O)Nc1ccc2c(c1)C(=O)N(C)[C@@H]1CC[C@@H](CC(=O)O)O[C@@H]1CO2	0.4	-5	16	16
COCC(=O)N(C)C[C@H]1Oc2cc(-c3cccnc3)ccc2S(=O)(=O)N([C@H](C)CO)C[C@@H]1C	0.6	3	-28	5
COc1cccc(C(=O)Nc2ccc3c(c2)C(=O)N(C)[C@@H]2CC[C@@H](CC(=O)NCC(F)(F)F)O[C@H]2CO3)c1	-2.5	54	8	4
C[C@H]1CN([C@@H](C)CO)C(=O)c2cc(NS(C)(=O)=O)ccc2O[C@H]1CN(C)Cc1ccccc1	0.1	0	14	35

The list goes on:
molecule	GASC1 inh	C diff HTS	Tcruzi prolif	Pf Dd2 growth
CC(C)NC(=O)Nc1ccc2c(c1)C(=O)N([C@@H](C)CO)C[C@@H](C)[C@@H](CN(C)Cc1ccc(C(F)(F)F)cc1)OCCCC[C@H](C)O2	0.4	0	x	x
O=C(C[C@H]1C[C@@H]2c3cc(NC(=O)CC4CC4)ccc3O[C@@H]2[C@H](CO)O1)NCc1ccc(Cl)cc1	0.6	x	45	-5
C[C@H]1CN([C@@H](C)CO)C(=O)c2cc(NS(=O)(=O)c3ccccc3)ccc2O[C@@H]1CN(C)C	x	-1	-12	3
O=C(CC1CC1)N1CC2(C1)[C@H](c1ccccc1)[C@@H](CO)N2C(=O)C1CCOCC1	-0.3	-4	x	-1

In another format: entries from further up.
COCC(=O)N(C)C[C@H]1Oc2cc(-c3cccnc3)ccc2S(=O)(=O)N([C@H](C)CO)C[C@@H]1C
  GASC1 inh = 0.6 | C diff HTS = 3 | Tcruzi prolif = -28 | Pf Dd2 growth = 5
COc1cccc(C(=O)Nc2ccc3c(c2)C(=O)N(C)[C@@H]2CC[C@@H](CC(=O)NCC(F)(F)F)O[C@H]2CO3)c1
  GASC1 inh = -2.5 | C diff HTS = 54 | Tcruzi prolif = 8 | Pf Dd2 growth = 4
C[C@H]1CN([C@@H](C)CO)C(=O)c2cc(NS(C)(=O)=O)ccc2O[C@H]1CN(C)Cc1ccccc1
  GASC1 inh = 0.1 | C diff HTS = 0 | Tcruzi prolif = 14 | Pf Dd2 growth = 35
CC(C)NC(=O)Nc1ccc2c(c1)C(=O)N([C@@H](C)CO)C[C@@H](C)[C@@H](CN(C)Cc1ccc(C(F)(F)F)cc1)OCCCC[C@H](C)O2
  GASC1 inh = 0.4 | C diff HTS = 0 | Tcruzi prolif = x | Pf Dd2 growth = x

Screening results: PubChem, Broad Institute
